Bioassay records as filed in PubChem.
Nrf2 block: inhibitors of Nrf2 signaling; A549 ARE-Fluc reporter, luciferase luminescence, 18-24 h; Potency, µM (series often up to 46 µM), inactives show at the top dose activity change, negative = inhibition, hits mostly inhibitors; actives 2.1% (n = 360,000); note: potency is the fitted concentration of half-maximal effect; % is set by controls: 0 for no effect and ±100 for the full control effect; nearly all actives have a fitted effect of over 60% in size
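Nrf2 activity is the BugLite luminescence, read 15 min after reagent at room temperature, following CellTiter-Fluor cytotoxicity readout (30 min, 37C). Compound titrations were applied for 18-24 h to 5000 A549 ARE_Fluc cells/well in 5% FBS OPTI-MEM.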
pAkt inh: blocks phosphorylation of Akt. Neuro2A IGF-stimulated pAkt S473 HTRF, 20 min; active compounds read low. activity change, % for hits at 50 µM. actives 0.32% (n = 360,000); in the data active = activity change below about -80%; inconclusive = mostly about -51% to -80%; note: % is set by controls: 0 for no effect and ±100 for the full control effect
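Single-point screen (50 µM final compound) in Neuro2A cells stimulated 20 min with 6 nM IGF at 37 deg C. After lysis, Ser473-phosphorylated Akt read by HTRF (ex 330 nm, em 615/665 nm) as the 665/615 ratio.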
Nrf2 activator: activators of Nrf2 (ARE) signaling; AREc32 ARE-luciferase reporter (MCF7-derived line), luminescence, 24 h; Potency, µM (doses to about 46.1 µM), for inactives: at the highest dose activation, actives largely listed as activators; actives 0.31% (n = 410,000); AID 624171; note: potency is the fitted concentration of half-maximal effect; % of control where 0% means no effect; nearly all actives have a fitted effect of over 65% in size
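AREc32_Fluc, 1000 cells/well, OPTI-MEM + 5% FBS, o/n 37 deg C 5% CO2; 23 nL cpd by pin tool, 24 hr; Steady-Glo 30 min RT, luminescence.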
HepG2 tox: HepG2 cytotoxicity, counter-screen for TGF-b inhibitors; HepG2 CAGA-GFP viability, ATP luminescence, 18 h; Potency, µM (highest dose often 46.1 µM), without a hit: at the highest dose activity change, negative = cytotoxicity, most hits filed as cytotoxic; actives 0.76% (n = 410,000); AID 588856; note: potency is the fitted concentration of half-maximal effect; some results filed as inactive show a strong effect at the top dose
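CellTiter-Glo luminescence gave cytotoxicity after 18 hours at 37 degrees C. The cells were HepG2 CAGA-GFP in 1% FBS DMEM, stimulated with 500 pg/mL TGF-beta after compound addition. %Activity was normalised to no-cell wells (complete cell-killing) and DMSO (no toxicity), and curves were fitted and classified.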
A549 viability: kills or reduces viability of A549 cells in Nrf2 counter-screen; A549 ARE-Fluc cells, CellTiter-Fluor viability, 18-24 h; Potency, µM (highest dose often 46 µM), for the others: top-dose activity change, negative = cytotoxicity, most hits filed as inhibitors; actives 0.16% (n = 390,000); note: potency is the fitted concentration of half-maximal effect; % is set by controls: 0 for no effect and ±100 for the full control effect
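A549 ARE_Fluc cells in 5% FBS OPTI-MEM were exposed to compounds in concentration-response for 18-24 h at 37 deg C. Viability was read by CellTiter-Fluor fluorescence (Ex 405/Em 525) after 30 min, before the luciferase read.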
MmCpn inh: blocks the Methanococcus maripaludis chaperonin Mm-Cpn; Potency, µM (series often up to 76.9 µM), without a hit: top-dose activity, negative = inhibition, hits mostly inhibitors; actives 0.031% (n = 330,000); purified Mm-Cpn ATPase, ADP Transcreener TR-FRET; note: potency is the fitted concentration of half-maximal effect; % is set by controls: 0 for no effect and ±100 for the full control effect; nearly all actives have a fitted effect of over 80% in size
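Measured: ADP formation by purified Mm-CPN. Conditions: 25 nM protein, 10 uM ATP, Tris pH 7.4 with Mg2+, K+ and DTT, 37°C for 30 min. Detection: Transcreener HTRF after 30 min at room temperature.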
CCT chaperon mod: modulators of cytosolic chaperonin (CCT/TRiC) activity; purified chaperonin ATPase assay, HTRF ADP detection, 30 min; activity change, % (no concentration beside the values), hits read low; actives 0.3% (n = 360,000); in the data active = activity change below about -30%; note: % is set by controls: 0 for no effect and ±100 for the full control effect
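Enzyme 40 or 20 nM (batch-dependent) in Tris pH 7.4/KCl/MgCl2/DTT; cpd 76 uM single point; ATP 10 uM; 30 min 37 °C; Transcreener ADP HTRF detection, 30 min RT; ratio 665/615.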
Abeta rescue: A-beta toxicity reversal in yeast; yeast expressing A-beta42, growth rescue, OD600, 48 h; response scale: 0% DMSO, 100% iron-clioquinol control; Potency, µM (doses to about 46.1 µM), without a hit: at the top dose growth rescue, usual class: activators; actives 0.063% (n = 410,000); AID 1347071; note: potency is the fitted concentration of half-maximal effect; nearly all actives have a fitted effect of over 55% in size
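Yeast growth medium received pinned compounds, then yeast cells expressing toxic A-beta were added; plates incubated at 30 C for 48 hr. Growth read as absorbance at 600 nm, normalized to DMSO and equimolar FeCl3 plus clioquinol controls.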
TGFb SMAD3 inh: inhibitors of TGF-b signaling | actives 1.2% (n = 410,000) | Potency, µM (series often up to 46.1 µM), without a hit: at the highest dose activity, negative = inhibition, usual class: inhibitors | HepG2 CAGA-GFP TGF-b/SMAD3 reporter, GFP fluorescence, 18 h; TGF-beta stimulated, 500 pg/mL final; note: potency is the fitted concentration of half-maximal effect; % is set by controls: 0 for no effect and ±100 for the full control effect; nearly all actives have a fitted effect of over 65% in size
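First, reporter cells (HEPG2 CAGA-GFP) rested 2 h at 37 degrees C. Next, compounds were pinned in and TGF-beta added to 500 pg/mL final. After 18 h, GFP was imaged per cell and summed per well.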
Starred values were filed as active, the others as inactive; i = inactive; ? = inconclusive; / = not tested or not shown; & = joins results of further samples; [ ] = remark or other dose. Unless noted, calls come from the whole dose curve; as a rule, active = well fitted curve in the direction sought with a large enough effect; inconclusive = small, poorly fitted or top-dose-only effect, or another doubt; inactive = no such curve, though single readings can be large; an effect the other way counts as inactive or inconclusive.

SMILES | Nrf2 block | pAkt inh | Nrf2 activator | HepG2 tox | A549 viability | MmCpn inh | CCT chaperon mod | Abeta rescue | TGFb SMAD3 inh
COc1ccc(S(=O)(=O)N(C)C[C@H]2Oc3c(NS(=O)(=O)c4ccc(F)cc4)cccc3C(=O)N([C@H](C)CO)C[C@@H]2C)cc1 | -9% | i | 0.1% | -1% | 9% | 0% | 0.0 | -6% | -21%
CC(C)C(NS(=O)(=O)c1cccs1)C(=O)Nc1nc(C(C)(C)C)cs1 (centres undefined) | 18µM* | i | 1.8% | -33% | -4% | 0% | -3.8 | -6% | ?
CC(=O)Nc1nnc(-c2ccco2)o1 | 2% | i | -0.5% | 19% | 6% | -3% | -2.4 | -11% | -1%
CCN(CC)C(=O)CC(c1ccc(F)cc1)c1ccc(OC)cc1 (centres undefined) | -25% | i | -0.4%[9.22 µM] | 27% | -3% | 2% | -0.8 | 24% | 13%
Cc1ccc(S(=O)(=O)N2CCN(C(=O)CN3C(=O)NC(C)(c4ccc5ccccc5c4)C3=O)CC2)cc1 (centres undefined) | ? | i | 2.8% | -26% | -6% | / | -1.2 | 1% | ?
Cc1cc(-c2nnc(SCC(=O)Nc3ccc(S(N)(=O)=O)cc3)n2N)n[nH]1 | -8% | i | -0.2% | 0% | 1% | 2% | -0.2 | -9% | 0%
COc1cc(S(=O)(=O)N2CCC(O)(c3cccc(C(F)(F)F)c3)CC2)ccc1-n1cnnn1 | ? | i | 2.5% | -26% | 2% | 0% | -0.7 | 11% | -29%
O=C(NCc1ccco1)c1ccc(Cl)cc1[N+](=O)[O-] | -1% | i | -0.1% | 2% | -5% | 3% | -0.4 | 2% | 26%
COc1ccc(N=C2S/C(=C\c3ccc(OC(C)C(=O)O)c(OC)c3)C(=O)N2CCc2c[nH]c3ccccc23)cc1 (centres undefined) | 21% | i | 0.3%[9.22 µM] | -8% | -14% | 1% | -3.7 | -2% | ?
Cc1cc(C)c2c(c1)C1C=CCC1C(c1ccc(S(=O)(=O)N3CCOCC3)cc1)N2 (centres undefined) | 1% | i | -0.3% | 4% | 7% | -4% | 2.8 | 3% | 1%
COc1cccc(-c2nn(-c3ccccc3)cc2C(=O)n2nnc3ccccc32)c1 | 0% | i | 0.1% | 3% | 1% | 0% | -0.6 | 4% | 0%
CCOC(=O)C1CCN(Cc2coc3c(Cl)cc(Cl)cc3c2=O)CC1 | -13% | i | -0.6% | -25% | 19% | -2% | -0.2 | 5% | -3%
CN(CC1CCOCC1)C(=O)CC1C(=O)NCCN1Cc1ccc(F)c(F)c1 (centres undefined) | 2% | i | -0.5% | -2% | 1% | -3% | -0.6 | -3% | 2%
Cc1c(C(=O)NN)nn(-c2ccc(F)cc2)c(=O)c1C#N | 3% | i | 0.9% | 4% | -3% | -1% | 0.7 | -7% | 8%
O=C(c1cc([N+](=O)[O-])ccc1N1CCOCC1)N1CCCCC1 | -3% | i | 0.4% | -25% | -5% | -1% | 0.8 | 0% | ?
Cc1ccc(Nc2nc(Cl)nc3ncn(C)c23)c(C)c1 | -3% | i | -0.1% | -7% | 3% | / | -1.7 | -14% | 3%
CC(=O)Nc1ccc(NC(=O)CSc2nnc(CC(C)O)n2-c2ccccc2)cc1 (centres undefined) | -3% | i | -1.1% | -16% | -2% | -2% | -3.3 | -3% | 1%
COc1ccc(CNC(=O)CSc2nc3ccccc3n2C(C)=O)cc1 | 17% | i | 5.7% | 1% | 11% | -3% | -4.8 | 5% | -1%
C/C(=N\NC(=O)c1nnn(-c2nonc2N)c1CN(C)c1ccccc1)c1ccccn1 | ? | i | -2.5% | -23% | ? | 4% | 0.5 | ? | -15%
Cc1cc(=O)oc2cc(Nc3ccccc3)ccc12 | 6% | i | 4.7% | -4% | -4% | -2% | 1.5 | 7% | -6%
O=C1CCCC2=C1C(c1cccs1)n1nc(SCc3ccc(C(=O)O)cc3)nc1N2 (centres undefined) | -12% | i | -0.2% | 4% | -1% | -6% | -0.9 | -8% | -2%
CC(O)CNc1nc2c(c(=O)n(Cc3ccc(Cl)cc3)c(=O)n2C)n1C (centres undefined) | -19%&-2% | i | 0.1%&0.5% | -14%&-14% | 0%&1% | -1% | 0.9 | -6%&-13% | -4%&0%
COc1ccc(N(CC(=O)Nc2ccc(C)cn2)S(=O)(=O)c2c(C)noc2C)cc1 | -15% | / | -0.3% | 6% | -7% | 1% | -0.9 | ? | -5%
O=C(c1cccc(S(=O)(=O)Nc2ccccc2Cl)c1)N1CCN(C(=O)c2ccco2)CC1 | ? | i | 4.2% | 1% | 1% | 0% | 0.7 | 15% | 1%
COc1ccc(C(C)=O)cc1CSc1nnc(C)s1 | 16% | i | -0.1% | 0% | 18% | -2% | -1.3 | 5% | -19%

Additional structures:
SMILES | Nrf2 block | pAkt inh | Nrf2 activator | HepG2 tox | A549 viability | MmCpn inh | CCT chaperon mod | Abeta rescue | TGFb SMAD3 inh
O=C1CSC(=Nc2ccc(Cl)cc2)N1Cc1ccco1 | ? | i | 9.2% | 18% | 1% | -1% | 0.3 | -11% | 0%
Cn1c(=O)c2c(O)c(C=NCc3ccccc3)c(=O)n(C)c2n(C)c1=O | 8% | i | -1.0% | 1% | -4% | -1% | 1.7 | 8% | 18%
Cc1cc(=O)n2nc(N3CCCC(C(=O)NCc4cccc(Br)c4)C3)sc2n1 (centres undefined) | 14% | i | -1.0% | -4% | 5% | -1% | -0.4 | 15% | -8%
CC1CCc2sc(C(=O)NCC(c3ccco3)N3CCCCC3)cc2C1 (centres undefined) | -2% | i | 4.4% | -19% | -14% | -1% | 0.7 | -4% | ?
O=C(Nc1ccc(S(=O)(=O)N(Cc2ccccc2)c2ccccc2)cc1)c1ccc([N+](=O)[O-])cc1 | 11% | / | -0.4% | -28% | 2% | / | / | -8% | -5%
CCC(=O)NCCCCNC(=O)CC | 5% | i | -0.2% | -51% | ? | -11% | -1.2 | -8% | 15%
COc1ccc2nc(NC(=O)c3ccc(S(=O)(=O)N4CCC(C)CC4)cc3)sc2c1 | / | / | 1.0% | -6% | -12% | / | / | -3% | -3%
Cc1ccccc1C(=O)NNC(=O)CCc1ccccc1 | 12% | i | -0.8% | -2% | -3% | 0% | 0.4 | -10% | -10%
CCCNC(=O)CCn1c(=S)oc2ccccc21 | -10% | i | -0.8% | -2% | 1% | 0% | -2.0 | 14% | ?
N#C/C(=C\C=C\c1ccccc1)C(=O)NCc1cccnc1 | -19% | i | ? | -4% | 0% | 3% | -0.1 | 14% | ?
CCC1Nc2ncnc(N3CCCCC3)c2N(Cc2ccc(Cl)cc2)C1=O (centres undefined) | 9% | i | 6.2%&3.3% | -1%&0% | -11% | 0% | -0.8&0.1 | 4%&20% | ?
COCCNC(=O)c1ccc(C)c(NC(=O)C2=C(C)OCCS2)c1 | 15% | i | 0.0% | 10% | -2% | -1% | -1.5 | -24% | 27%
COc1ccccc1C(CNC(=O)CN1C(=O)NC(C)(c2ccc3ccccc3c2)C1=O)N1CCCC1 (centres undefined) | 12% | i | 2.6% | -30% | -2% | / | -0.1 | -8% | -20%
COc1ccc(-n2c3c(cc(C(=O)NCc4ccco4)c2=O)C(=O)CC(C)(C)C3)cc1 | 5% | i | 7.0% | 5% | -1% | 4% | 2.4 | 7% | 18%
CN(Cc1ccccc1)c1nnc(NC(=O)Nc2cccc(Br)c2)s1 | 29% | / | 0.6% | -37% | ? | / | / | -14% | ?
NC(CCc1ccccc1)c1csc(Nc2ccc(C(=O)NCCCO)cn2)n1 (centres undefined) | / | i | -0.1% | -8% | / | / | -2.3 | 12% | 16%
CCOc1ccc(-c2nn3c(-c4ccc(F)cc4)nnc3s2)cc1 | 2% | i | 5.7% | 0% | -15% | / | 1.0 | -29% | -1%
CCc1c(O)nc(SCC(=O)Nc2nc3ccccc3s2)n(-c2ccc(C)cc2)c1=O | 13% | i | 10% | -23% | 1% | 0% | -1.4 | -4% | -14%
CC1(c2cccc(Br)c2)NC(=O)N(CC(=O)Nc2ccc3c(c2)OCCO3)C1=O (centres undefined) | -1% | i | 2.1% | -22% | -2% | 0% | -0.1 | -4% | -22%
COc1ccc(C(=O)OCc2c(C)noc2C)cc1 | -1% | i | 2.5% | 0% | -1% | 1% | -13 | -8% | 16%
CCOC(=O)c1cnc2c(cnn2C)c1NCCC(O)C(F)(F)F (centres undefined) | 3% | i | 0.0% | -28% | -6% | -1% | -0.9 | 7% | 38%[activator]
Cc1ccc(NC2CCCN(C(=O)c3ccc(-n4ccnc4)cc3)C2)cc1C (centres undefined) | -2% | i | 0.4% | 4% | 0% | -3% | -1.5 | -1% | -8%
CCNC(=S)NNC(=O)c1cc(-c2cccc(OC)c2)nc2ccccc12 | 2% | i | 3.7% | -35% | 9% | 2% | -3.3 | -22% | -8%

Some entries already given with just Nrf2 activator and CCT chaperon mod:
Structure	Nrf2 activator	CCT chaperon mod
CCOc1ccc(-c2nn3c(-c4ccc(F)cc4)nnc3s2)cc1	5.7%	1.0
CCc1c(O)nc(SCC(=O)Nc2nc3ccccc3s2)n(-c2ccc(C)cc2)c1=O	10%	-1.4
CC1(c2cccc(Br)c2)NC(=O)N(CC(=O)Nc2ccc3c(c2)OCCO3)C1=O (centres undefined)	2.1%	-0.1

Hits appear at their usual frequency; 4.3% or so of the library scored in one or more.
